Sm TGR block – inhibitors of Schistosoma mansoni thioredoxin glutathione reductase; purified TGR, DTNB reduction, TNB absorbance 405 nm; Potency, µM (highest dose often 114 µM), for inactives: at the top dose activity change, negative = inhibition, usual class: inhibitors; hit rate 3% among 360,000; Q962Y6; active means well fitted inhibition curve with a large enough effect; inconclusive means small, poorly fitted or top-dose-only effect; inactive means no such curve, though single readings can be large or run the other way; further: nearly all actives have a fitted effect of over 60% in size
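First, TGR (20 nM dispensed) and NADPH were mixed with compound. Second, a 15 min room-temperature incubation followed. Third, further NADPH and then DTNB were added to start the reaction. Finally, TNB absorbance was monitored kinetically.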
* = called active by the depositor; ? = inconclusive; [ ] = another dose, or the depositor's remark. On the % scale 0 is the no-effect control and ±100 the full control effect; potency means the concentration at half of the fitted maximal effect.

SMILES	Sm TGR block
O=C(NCc1ccc(F)cc1)c1ccc(NC(=O)N2CC3CCCN3c3ccccc32)cc1 (stereo unspecified)	-20%
COc1ccc(C)c2sc(N(Cc3cccnc3)C(=O)C3CCCCC3)nc12	-1%
Cc1ccc(CNC(=O)Cn2c(=O)ccc3cc(S(=O)(=O)N4CCCC4)ccc32)cc1	0%
COc1ccc(CNC(=O)CC2Oc3ccc(C)cc3NC2=O)cc1 (stereo unspecified)	11%
Cc1ccc(CNc2nc3ccc(Cl)cc3n3nnnc23)cc1	2%
CCOC(=O)c1c(S(=O)(=O)N2CCCC(C(=O)NCc3ccc(F)cc3)C2)c(C)n(CC)c1C (stereo unspecified)	2%
CCn1c(SCC(=O)c2ccc([N+](=O)[O-])cc2)nnc1-c1ccc(Cl)cc1	0%
O=C(COc1ccc(F)cc1)Nc1ccc(Cl)c(-c2nc3ccccc3[nH]2)c1	5%
CCOC(=O)c1c(Oc2ccc(OC)cc2)nnc(-c2ccccc2)c1-c1ccccc1	14%
O=C(NCCS(=O)(=O)N1CCN(c2ccc(F)cc2)CC1)C(c1ccccc1)c1ccccc1	-12%
COc1ccc2c(CNCc3ccc(C)o3)c(C(=O)O)n(Cc3ccccc3)c2c1	2%
COc1cccc(N2CC(NC(=O)COc3ccccc3F)CC2=O)c1 (stereo unspecified)	10%
Cc1ccc(N2CCn3c2nc2c3c(=O)n(C/C=C/c3ccccc3)c(=O)n2C)cc1C	3%
COc1cccc(CNCCSc2nnnn2-c2ccccc2)c1OC	-1%
Cc1ccc2c(CNCc3ccc(C)o3)c(C(=O)O)n(Cc3ccccc3C)c2c1	-8%
Cn1c(SCc2cc(=O)c3cc(Cl)ccc3[nH]2)nnc1-c1ccccc1	-3%
O=C(Cn1c(=O)oc2cc(S(=O)(=O)N3CCCCCC3)ccc21)Nc1ccc(F)cc1F	-12%
Cc1ccccc1C(=O)NC1(C(F)(F)F)N=C(c2ccccc2)N(Cc2ccccc2)C1=O (stereo unspecified)	-7%
Cc1nn(-c2ccc(N3CCCC3)nn2)c(C)c1CCC(=O)N1CCN(c2ccccc2)CC1	-2%
O=C(NCC(c1cccnc1)N1CCc2ccccc21)c1cccc(C(F)(F)F)c1 (stereo unspecified)	-4%
COc1ccc(C(=O)Nc2ccc(-c3nnc4n3CCCCC4)cc2)cc1	-2%
CCOc1ccc(Nc2nc(-c3cccc(Cl)c3)c3c(n2)-c2ccccc2OC3)cc1	-10%
COc1ccc(N2CCN(C(CNS(=O)(=O)c3ccc(OC)c(C)c3)c3ccco3)CC2)cc1 (stereo unspecified)	-1%
COc1ccc(-c2onc(C)c2C)cc1S(=O)(=O)N1CCC(C)CC1	-3%
CC(C)c1nn2c(=O)cc(COC(=O)c3ccccc3NC(=O)c3cccc(Cl)c3)nc2s1	53%[activator]
Cc1ccc(NC(=O)C2CCN(S(=O)(=O)c3c(C)noc3C)CC2)c(C)c1	5%
COC(=O)c1cc2sccc2n1CC(=O)Nc1cc(Cl)ccc1OC	0%
Cc1cccc(C(=O)N2CCc3cc(CNS(=O)(=O)c4cccs4)ccc32)c1	0%
COc1ccccc1-c1nn2c(=O)cc(CN3CCN(S(=O)(=O)c4ccc(C)cc4)CC3)nc2s1	5%
Cc1ccc(C)c(N2CCN(C(=O)Cn3ncc4ccsc4c3=O)CC2)c1	-15%
COCCNC(=O)CCCn1c(SCc2ccccc2Cl)nc2c(sc3ccccc32)c1=O	24%
CN1CCN(C(c2ccc(Cl)cc2Cl)c2sc3nc(-c4ccco4)nn3c2O)CC1 (stereo unspecified)	3%
Cc1cccc(CN2C(=O)CN=C(c3ccccc3)c3ccccc32)c1	3%
CCc1ccc(OCC2c3cc(OC)c(OC)cc3CCN2C(=O)Cc2ccc(OC)c(OC)c2)cc1 (stereo unspecified)	1%
Cc1cccc(NC(=O)N2CCN(C)c3ncccc32)c1C	-9%
Cc1ccc2c(c1)-c1nc(-c3ccc4c(c3)NC(=O)CO4)cc(-c3ccc(F)cc3)c1CO2	3%
COc1cc(CN(C(=O)Nc2ccccc2)c2ccccn2)cc(OC)c1OC	-3%
CC(C)(C)C1CCc2c(sc(NC(=O)Cn3nnc(-c4ccccc4F)n3)c2C#N)C1 (stereo unspecified)	-2%
Cc1ccccc1Cn1c(=O)n(CCCCC(=O)NCCc2ccccc2)c(=O)c2ccccc21	-4%
CN(C)S(=O)(=O)N1CCC(n2cnc3cccnc32)CC1	27%
CCOC(=O)c1ccc(N2C(=O)c3n[nH]c(C)c3C2c2ccc(C(C)(C)C)cc2)cc1 (stereo unspecified)	12%
COc1ccc(OC)c(CCNC(=O)CCn2c(=O)c3cccn3c3ccc(F)cc32)c1	-2%
CCC(=O)N1CCc2cc(S(=O)(=O)NCCC(=O)Nc3cccc(C)c3C)ccc21	?
CC(C)(C)c1ccc(C(=O)N2CCC(c3nc(-c4ccc(S(=O)(=O)N5CCCC5)cc4)no3)CC2)cc1	0%
COc1ccc(NC(=O)C2CCN(S(=O)(=O)c3cc(-c4noc(C)n4)ccc3C)CC2)cc1	4%
N#CC1=C2SCN(C3CCCCC3)CN2C(=O)CC1c1ccc(Br)cc1 (stereo unspecified)	10µM*
Cc1ccc2[nH]c(CSc3nnc(C)s3)cc(=O)c2c1	0%
O=C1CN(C(=O)COc2ccc(Cl)cc2)C(c2ccc(F)cc2)c2cc(Cl)ccc2N1 (stereo unspecified)	2%
CC(C)C(=O)NCC(c1ccc2c(c1)OCO2)N1CCN(c2ccccc2)CC1 (stereo unspecified)	2%
Cc1ccc2occ(CC(=O)N3CCN(c4cccc(Cl)c4)CC3)c2c1	0%
O=C(Nc1ccc(O)c(-c2nc3ccccc3o2)c1)c1ccc(Br)cc1	-5%
Cc1nn(C(=O)c2cccc(F)c2)c(C)c1S(=O)(=O)N1CCCCCC1	-3%
Cc1ccc(-c2noc(-c3nnn(CC(=O)Nc4ccc(C)c(Cl)c4)c3N)n2)cc1	-4%
COC(=O)c1scc(-c2ccc(C)cc2)c1S(=O)(=O)Nc1cccc(Cl)c1C	-4%
COc1cc(-c2nnc(SCC(=O)N3CCCc4ccccc43)o2)cc(OC)c1OC	6%
CCOC(=O)C(=O)Nc1c(C(=O)Nc2cccc(F)c2)oc2ccccc12	2%
Cc1c(C(=O)NCc2cccc(Cl)c2)sc2ncnc(N(C)C3CCCCC3)c12	9%
CCOC(=O)c1ccc(NC(=O)c2csc3c2CCCC3)cc1	8%
Cc1ccc2[nH]c(=O)c3cc(C(=O)NC4CCC(C)CC4)sc3c2c1 (stereo unspecified)	15%
CN1CCN(CCCNC(=O)c2cnn(-c3ccccc3)c2C2CCN(C(=O)OC(C)(C)C)CC2)CC1	-5%
The listing continues:
SMILES	Sm TGR block
COc1ccc(NC(=O)c2ccc(NC(=O)N3CCSc4ncccc43)cc2)cc1	-4%
O=C(Nc1ccccc1F)C(c1ccccc1)N1Cc2ccccc2C1=O (stereo unspecified)	2%
CCOC(=O)C1=C(CN2CCN(c3ccccc3)CC2)NC(=O)NC1c1ccc(C)cc1 (stereo unspecified)	?
Cc1ccc(CN(Cc2cccn2-c2nnc(N3CCCC3=O)s2)C(=O)Nc2cc(C)cc(C)c2)cc1	5%
COc1ccc(C(=O)Nc2ccc3oc(-c4cc(Cl)ccc4Cl)nc3c2)cc1Br	-4%
COc1ccc(C(=O)N2CC(=O)Nc3ccc(F)cc3C2c2ccc(F)cc2)c(OC)c1 (stereo unspecified)	-1%
Cc1ccc(Cl)cc1N1CCN(C(=O)c2ccc3c(Cl)c4c(nc3c2)CCCC4)CC1	-3%
Cc1ccc(C)c(NS(=O)(=O)c2ccc3oc(=O)c4ncn(C)c4c3c2)c1	6%
COC(=O)c1cc(NC(=O)c2nn(C)c3c2CSc2ccccc2-3)cc(C(=O)OC)c1	8%
Cc1ccc(C)c(NC(=O)c2cc(=O)c3cc(C)cc(C)c3o2)c1	?
COc1ccc(/C=C/C(=O)Nc2ccc(Cl)c(Cl)c2)cc1OC	13%
COc1ccc(C)cc1NC(=O)c1sc2nc(-c3ccc(F)cc3)cn2c1C	-15%
CCOc1ccc(CNC(=O)c2cnc(SC)nc2CC)cc1	1%
CCCc1nn2c(=O)cc(COC(=O)c3ccc(NC(=O)CCc4ccccc4)cc3)nc2s1	0%
COc1cccc(CNC(=O)CN2C(=O)N(c3ccc(C)cc3C)S(=O)(=O)c3ccccc32)c1OC	5%
COc1ccc(CNC(=O)c2cc3sccc3n2Cc2ccc(F)cc2)cc1	2%
CCOC(=O)CNC(=O)Nc1cc(C(=O)NCc2ccc(C(C)C)cc2)ccc1N1CCCC1	7%
COc1cccc2cc(C(=O)Nc3ccc(F)c(F)c3)c(=O)oc12	0%
Cc1ccc(NC(=O)CCc2nc3cccnc3n2-c2ccccc2)cc1Cl	-3%
CCOC(=O)c1cccc(NC(=O)CC2C(=O)N(c3ccc(OC)cc3)C(=O)N2C2CCCC2)c1 (stereo unspecified)	-7%
Cc1ccn2c(=O)c(C(=O)NC(C)c3ccccc3)c(O)nc2c1 (stereo unspecified)	11%
Cc1c(C(=O)N2CCCC2)oc2c1-c1nn(CC(=O)NCc3ccccc3Br)cc1CC2	-29%
Cc1cccc(C)c1OCc1cc(=O)n2c(-c3ccccc3)csc2n1	-3%
O=c1c2oc3ccccc3c2n(Cc2ccccc2Cl)c(=O)n1Cc1ccco1	-27%
Cc1cc2c(cc1S(=O)(=O)N(C)CC(=O)Nc1cccc(C#N)c1)OCC(=O)N2	7%
COc1cc(C(=O)OCc2cc(=O)n3nc(C4CCCCC4)sc3n2)cc(OC)c1OC	-12%
CCOC(=O)c1ccccc1NC(=O)N1CCC(CN2CCCCC2)CC1	-4%
COc1cccc(-n2cc(C(=O)NCc3ccccc3OC)c3ccccc3c2=O)c1	-10%
CCOc1ccc(-n2cc(-c3ccccc3)c3c(NC4CCCC4)ncnc32)cc1	-2%
O=C(NCc1cccc(Br)c1)c1cccn1-c1nnc(N2CCCCC2)s1	6%
O=C(NCCSc1c[nH]c2ccccc12)c1ccccc1Cl	4%
Cc1nc2c(-c3ccccc3)c(C)nn2c(C)c1CCC(=O)NC(C)c1ccccc1 (stereo unspecified)	6%
Cc1ccc(NC(=O)C(=O)NCCc2sc(-c3ccc(Cl)cc3)nc2C)cc1C	-9%
CCC1=Nc2cc(C(=O)NCCCOC(C)C)ccc2Sc2ccc(C)cc21	6%
O=C(Cn1cc(SCc2ccccc2)c2ccccc21)N1CCCCC1	15%
COc1ccc(-c2nnc(SCc3cccc(Cl)c3)o2)cc1	9%
Cc1ccc(C(=O)Nc2ccccc2C(=O)OCc2cc(=O)n3nc(C4CC4)sc3n2)cc1	0%
COc1ccc(CCNC(=O)c2ccc(Nc3nc4ccccc4n4nnnc34)cc2)cc1OC	-10%
COc1cccc(-c2ccc3c(N)c(C(=O)Nc4ccc(C)c(F)c4)sc3n2)c1	-12%
O=C(NCCc1ccccc1)c1ccc(CSc2nc3cccnc3n2Cc2ccccc2F)cc1	0%
Cc1ccc(C)c(N2CCN(S(=O)(=O)c3ccc(-c4cnc(C5CC5)o4)cc3)CC2)c1	2%
CCOc1ccc(CNC(=O)CN2C(=O)C3CCCCN3c3ccc(C(=O)N4CCCC4)cc32)cc1 (stereo unspecified)	-1%
CCOC(=O)c1cccc(NC(=O)CCn2c(-c3ccc(F)cc3)cc(C(=O)OCC)c2C)c1	8%
O=C1Nc2c(c(=O)[nH]c(=O)n2-c2ccccc2)C1(NS(=O)(=O)c1ccc(Cl)cc1)C(F)(F)F (stereo unspecified)	1%
Cc1ccc(C)c(Nc2nn3c(=O)c4ccc(C(=O)NCCC5=CCCCC5)cc4nc3s2)c1	-1%
CCc1ccc2occ(CC(=O)Nc3c(C(=O)Nc4ccc(OC)cc4)oc4ccccc34)c2c1	-2%
Cc1csc2nc(COC(=O)CNC(=O)c3ccccc3)cc(=O)n12	-2%

15 neighbouring compounds from above, for reference:
SMILES	Sm TGR block
O=C(NCc1cccc(Br)c1)c1cccn1-c1nnc(N2CCCCC2)s1	6%
O=C(NCCSc1c[nH]c2ccccc12)c1ccccc1Cl	4%
Cc1nc2c(-c3ccccc3)c(C)nn2c(C)c1CCC(=O)NC(C)c1ccccc1 (stereo unspecified)	6%
Cc1ccc(NC(=O)C(=O)NCCc2sc(-c3ccc(Cl)cc3)nc2C)cc1C	-9%
CCC1=Nc2cc(C(=O)NCCCOC(C)C)ccc2Sc2ccc(C)cc21	6%
O=C(Cn1cc(SCc2ccccc2)c2ccccc21)N1CCCCC1	15%
COc1ccc(-c2nnc(SCc3cccc(Cl)c3)o2)cc1	9%
Cc1ccc(C(=O)Nc2ccccc2C(=O)OCc2cc(=O)n3nc(C4CC4)sc3n2)cc1	0%
COc1ccc(CCNC(=O)c2ccc(Nc3nc4ccccc4n4nnnc34)cc2)cc1OC	-10%
COc1cccc(-c2ccc3c(N)c(C(=O)Nc4ccc(C)c(F)c4)sc3n2)c1	-12%
O=C(NCCc1ccccc1)c1ccc(CSc2nc3cccnc3n2Cc2ccccc2F)cc1	0%
Cc1ccc(C)c(N2CCN(S(=O)(=O)c3ccc(-c4cnc(C5CC5)o4)cc3)CC2)c1	2%
CCOc1ccc(CNC(=O)CN2C(=O)C3CCCCN3c3ccc(C(=O)N4CCCC4)cc32)cc1 (stereo unspecified)	-1%
CCOC(=O)c1cccc(NC(=O)CCn2c(-c3ccc(F)cc3)cc(C(=O)OCC)c2C)c1	8%
O=C1Nc2c(c(=O)[nH]c(=O)n2-c2ccccc2)C1(NS(=O)(=O)c1ccc(Cl)cc1)C(F)(F)F (stereo unspecified)	1%

Bioassay records deposited in PubChem by National Center for Advancing Translational Sciences (NCATS).

These rows are one share of the data; rates above refer to the full screens.
